Epigenetic reg = Quantitative High-Throughput Screen for Regulators of Epigenetic Control | murine LDR cells, GFP reporter derepression, 30 h | Potency, µM (titrated, usually from 53.9 µM), for the others: at the highest dose GFP activation, hits mostly activators | hit rate 0.2% among 280,000; further: % of control where 0% means no effect; nearly all actives have a fitted effect of over 60% in size
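Derepression of a silenced CMV-GFP reporter in murine LDR cells is scored by enumerating GFP-positive cells with a laser-scanning microplate cytometer after 30 hours of treatment at 37 C.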
SMN2 splice up = qHTS Assay for Enhancers of SMN2 Splice Variant Expression; Potency, µM (titrated, usually from 46.1 µM), for inactives: top-dose activity change, positive = activation, usual class: activators; hit rate 2.8% among 210,000; HEK293 SMN2-luciferase splicing reporter, luminescence, 30-36 h; AID 1458, 2008; further: % of control where 0% means no effect; nearly all actives have a fitted effect of over 55% in size
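HEK293 cells carry an SMN2 […]–luciferase reporter in which exon 7 inclusion puts luciferase in frame. Cells were plated 10-12 h before compound addition, then incubated 30-36 h at 37C. ONE-Glo luminescence was read; sodium butyrate at 4.5 mM final served as control.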
NPSR antag = qHTS Assay for Antagonists of the Neuropeptide S Receptor: cAMP Signal Transduction | AID 1461, 2008 | hit rate 1% among 220,000 | Q6W5P4 | Potency, µM (doses to about 38.3 µM), for the others: at the highest dose activity change, negative = inhibition, usual class: inhibitors | CHO-NPSR cells, cAMP TR-FRET, antagonist mode; further: on the % scale 0 is the no-effect control and ±100 the full control effect; nearly all actives have a fitted effect of over 50% in size; many of its hits are not listed in these tables
Target sequence (Q6W5P4 whole entry, looked up): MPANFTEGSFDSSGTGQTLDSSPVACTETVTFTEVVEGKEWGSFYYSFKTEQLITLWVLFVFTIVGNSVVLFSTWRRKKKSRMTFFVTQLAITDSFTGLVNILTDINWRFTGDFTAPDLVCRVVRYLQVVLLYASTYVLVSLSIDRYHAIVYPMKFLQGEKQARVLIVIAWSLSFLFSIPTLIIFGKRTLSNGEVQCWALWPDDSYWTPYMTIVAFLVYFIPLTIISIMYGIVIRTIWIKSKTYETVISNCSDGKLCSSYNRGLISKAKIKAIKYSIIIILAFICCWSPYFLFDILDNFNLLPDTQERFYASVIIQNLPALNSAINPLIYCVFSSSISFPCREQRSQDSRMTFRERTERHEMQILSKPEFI
RECQ1 helicase = qHTS Assay for Inhibitors of RecQ-Like Dna Helicase 1 (RECQ1); AID 2549, 2010; ATP-dependent DNA helicase Q1 (Homo sapiens), P46063; RECQ1 DNA unwinding, red fluorescence kinetic read; hit rate 0.54% among 240,000; Potency, µM (top dose mostly 57.3 µM), for inactives: at the highest dose activity, negative = inhibition, most hits filed as inhibitors;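 further: plate controls were vehicle for no effect and no enzyme for full effect; nearly all actives have a fitted effect of over 30% in size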
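50 nM RECQ1T1 preincubated 15 min with compound in Tris pH 8.0 buffer with MgCl2, DTT, Tween-20 and 2.5 ug/ml poly(dI-dC); started with 200 nM TAMRA/BHQ-2 forked duplex and 2 mM ATP. Unwinding read as fluorescence (525/598 nm), two reads 2 h apart.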
KDM4E inh = qHTS Assay for Inhibitors of Human Jumonji Domain Containing 2E (JMJD2E) | Lysine-specific demethylase 4E (Homo sapiens), B2RXH2 | JMJD2E catalytic domain, FDH-coupled NADH fluorescence (FDH is formaldehyde dehydrogenase) | Potency, µM (doses to about 57.1 µM), without a hit: at the top dose activity change, negative = inhibition, usual class: inhibitors | hit rate 1.6% among 230,000 | AID 2147, 2009; active means well fitted inhibition curve with a large enough effect, not every such curve was filed as active; inconclusive means small, poorly fitted or top-dose-only effect, or another doubt; inactive means no such curve, though single readings can be large or run the other way;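 further: 0% = wells with enzyme and -100% = buffer wells without enzyme; nearly all actives have a fitted effect of over 50% in size; many of its hits are not listed in these tables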
Target sequence (B2RXH2 1-337 limits assumed): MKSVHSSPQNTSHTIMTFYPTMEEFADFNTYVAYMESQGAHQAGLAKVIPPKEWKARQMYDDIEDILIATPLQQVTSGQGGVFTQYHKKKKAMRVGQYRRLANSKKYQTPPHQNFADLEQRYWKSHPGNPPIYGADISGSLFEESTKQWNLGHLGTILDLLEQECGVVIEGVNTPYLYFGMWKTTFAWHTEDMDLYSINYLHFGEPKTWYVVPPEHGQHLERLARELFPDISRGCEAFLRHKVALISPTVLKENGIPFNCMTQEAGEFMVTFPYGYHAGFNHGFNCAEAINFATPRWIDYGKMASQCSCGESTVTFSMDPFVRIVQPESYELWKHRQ
KinaseGlo FLuc = Counterscreen for Luciferase (Kinase-Glo TM) Inhibition; Luciferin 4-monooxygenase (Photuris pensylvanica), Q27757; Kinase-Glo luciferase, ATP luminescence, 8 min; Potency, µM (doses to about 38.3 µM), inactives show at the highest dose activity change, negative = inhibition, usual class: inhibitors; hit rate 0.28% among 200,000; AID 1379, 2008; further: on the % scale 0 is the no-effect control and ±100 the full control effect; nearly all actives have a fitted effect of over 60% in size
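Recombinant Kinase-Glo luciferase, 10 uM ATP (linear range), luciferin; imidazole pH 7.2 / KCl / MgCl2 / Tween / BSA buffer; 8 min RT; luminescence.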
RGS12 GoLoco inh = qHTS Assay for Inhibitors of RGS12 GoLoco Motif Activity (Red Fluorophore); Gai1:RGS12 GoLoco peptide FP, rhodamine, 10 min; hit rate 0.44% among 230,000; AID 880, 2007; Potency, µM (series often up to 61.6 µM), inactives show top-dose activity, negative = inhibition, most hits filed as inhibitors; Guanine nucleotide-binding protein G(i) subunit alpha-1 (Homo sapiens), P63096; active means well fitted inhibition curve with a large enough effect, not every such curve was filed as active; inactive means no such curve, though single readings can be large or run the other way; further: on the % scale 0 is the no-effect control and ±100 the full control effect; nearly all actives have a fitted effect of over 30% in size; many of its hits are not listed in these tables
Target sequence (P63096 whole entry, looked up): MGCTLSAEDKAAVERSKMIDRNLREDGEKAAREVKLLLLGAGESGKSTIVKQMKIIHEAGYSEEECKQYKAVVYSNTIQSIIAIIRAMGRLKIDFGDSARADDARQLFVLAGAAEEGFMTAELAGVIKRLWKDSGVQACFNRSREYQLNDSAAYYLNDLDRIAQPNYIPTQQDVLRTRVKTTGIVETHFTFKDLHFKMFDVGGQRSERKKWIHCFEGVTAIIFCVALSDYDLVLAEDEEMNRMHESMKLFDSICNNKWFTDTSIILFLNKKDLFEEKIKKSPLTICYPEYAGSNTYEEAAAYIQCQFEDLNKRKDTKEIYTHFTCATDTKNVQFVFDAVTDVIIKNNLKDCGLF
IMPase Li inh = qHTS Assay for Identifying the Cell-Membrane Permeable IMPase Inhibitors: Potentiation with Lithium | CHO-M1 cells, IP1 TR-FRET (IP-One), carbachol + lithium | Potency, µM (highest dose often 59.4 µM), inactives show at the top dose activity, negative = IMPase inhibition, hits mostly inhibitors | hit rate 0.35% among 210,000;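 further: IP1 builds up when IMPase is blocked and the TR-FRET signal falls; plate controls were basal vehicle for no effect and high inhibitor control for full effect; nearly all actives have a fitted effect of over 50% in size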
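Concentration–response in CHO-M1 cells, lithium-potentiated; 30 min at 37C. IP1 detected by competitive TR-FRET after 10 min lysis at RT. Hill-fitted AC50.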
Active calls of the source: *; i = inactive; ? = inconclusive; . = not tested or not shown; & = joins results of further samples; [ ] = dose if it differs, or a comment. Unless noted, the call rests on the fitted dose curve; in most records, active means well fitted curve in the direction sought with a large enough effect; inconclusive means small, poorly fitted or top-dose-only effect, or another doubt; inactive means no such curve, though single readings can be large; an effect the other way counts as inactive or inconclusive. Potency means the concentration at half of the fitted maximal effect. These rows are one share of the data (hit frequency here may not be typical).

Results follow in this order: RECQ1 helicase, NPSR antag, RGS12 GoLoco inh, KinaseGlo FLuc, SMN2 splice up, Epigenetic reg, KDM4E inh, IMPase Li inh
COc1cc(CCC(=O)OCC(=O)Nc2cccc(S(=O)(=O)N(C)C)c2)cc(OC)c1OC
→ i, 11.8%, 6.8%, 2.1%, 10.0%, -1.9%, -3.6%, -8.6%
C[C@@H](N1CCOCC1)[C@@](O)(c1ccccc1)c1ccccn1
→ ., ., 1.2%[14.2 µM], -3.5%[7.66 µM], -7.1%[9.22 µM], ., ., -1.0%
C/C(Cc1ccccc1)=N\NC(=O)CNC(=O)Cc1ccccc1
→ -8.3%, 31.7%, 2.6%, ., ., 2.6%, 5.0%, .
COC(=O)c1sccc1NC(=O)CSCCc1ccccn1
→ -1.4%, 25.9%, 6.6%, 0.8%, -17.5%, -1.0%, -8.7%, -5.7%
COc1ccc(C2CC(c3ccccc3)=NN2C(=O)COC(=O)c2nc3nc(C)cc(C)n3n2)cc1 (stereo unspecified)
→ i, -20.1%, 35.1%[activator], 3.2%, -6.6%, 1.5%, ?, 14.4%
O=C(O)CCCC(=O)N1CCN(c2cccc(Cl)c2)CC1
→ -4.6%, -3.2%[46.1 µM], 1.4%, 15.5%, ?, 1.7%, ?, -12.2%[38.3 µM]
Cc1ccc(NNC(=O)c2cc(C(C)(C)C)nn2Cc2ccccc2)cc1
→ -1.5%, ?, 0.3%, ., ., 2.4%, 8.4%, .
COc1ccc(NC(=O)/C=C/c2ccc(C)o2)cc1S(=O)(=O)N1CCOCC1
→ -2.4%, -1.0%, -9.5%, -0.9%, -28.3%, 0.0%, -18.2%, 9.0%
COc1ccc2cc(/C=N/NC(=O)c3c(Cl)cnn3C)c(Cl)nc2c1
→ 1.4%, 1.7%, 9.3%, 0.9%, 27.8%, ?, ?, -16.6%
N/C(COc1ccc(Cl)cc1)=N\NS(=O)(=O)c1ccccc1
→ -14.1%, -3.6%[46.1 µM], 0.0%, 4.3%, -8.7%, -3.0%, 2.7%, 26.7%[38.3 µM]
C=CCOc1ccc(/C=N/O)cc1Cl
→ -0.8%, 13.8%, 13.1%, 1.6%, -18.1%, 1.1%, -1.1%, 2.0%
O=C(NCC1COc2ccccc2O1)c1c[nH]c2ccc(S(=O)(=O)N3CCOCC3)cc2c1=O (stereo unspecified)
→ -8.7%, ?, ., ., ., -1.0%, 2.5%, .
CCN(CC)CCNC1=NCCn2c1cc1cc(OC)ccc12
→ -1.6%, 7.8%[46.1 µM], 3.2%, -0.7%, -8.3%, -6.1%, ?, 11.3%[38.3 µM]
OCCNc1nc(Nc2ccccc2)nc(Nc2ccccc2)n1
→ ?, -15.4%[46.1 µM], -4.2%, -0.5%, 18.2%, -1.0%, 11.6%, 29.0%[38.3 µM]
O=C(Cn1nnc(-c2ccccc2)n1)N/N=C/c1ccc(-c2ccc(Cl)cc2)o1
→ -5.6%, 2.0%, 5.1%, 0.0%, 25.8%, -1.0%, -17.9%, -0.9%
Cc1ccnc(SCc2cn3c(C)cccc3n2)n1
→ i, 8.3%, 8.4%, 0.1%, 13.8%, 0.0%, -9.3%, -0.4%
COc1ccc2c(c1)CCC(C)N2S(=O)(=O)c1ccc(C2CNC(=O)C2)cc1 (stereo unspecified)
→ -9.1%, -22.0%[46.1 µM], 6.6%, -2.0%, -13.6%, -1.2%, -5.3%, 7.1%
COc1ccc(-c2csc3ncn(-c4ccc(C)cc4)c(=O)c23)cc1OC
→ 15.4%, -21.8%, 38.4%[activator], -1.8%, -29.6%, -5.4%, 6.6%, ?
CC1NC(=O)NC1CCCCCC(=O)Nc1ccc(F)cc1 (stereo unspecified)
→ -2.5%, 8.1%, 6.3%, -1.2%, -29.4%, -0.1%, -8.7%, -2.8%
CCOc1ccc(NC(=O)CCNS(=O)(=O)c2cccs2)cc1
→ i, -17.8%[46.1 µM], -3.4%, -4.3%, 2.0%&0.0%, -1.0%&1.5%, -0.7%, 29.5%[38.3 µM]
CN(C)CCNC(=O)c1c(O)c2c([nH]c1=O)CCCC2
→ -5.1%, -5.9%[46.1 µM], -4.5%, -7.7%, 20.6%, 0.0%, -5.9%, 26.4%[38.3 µM]
COCCOc1nc2c(c(=O)n(C)c(=O)n2C)n1CCc1ccccc1
→ -4.2%, -8.0%[46.1 µM], 6.1%, -2.1%, -25.3%, -2.0%, 1.8%, 11.5%[38.3 µM]
Nc1nc(NCc2ccccc2)nc(Nc2ccc(F)cc2)c1[N+](=O)[O-]
→ 2.9%, -4.8%[46.1 µM], 6.3%, -2.7%, -10.7%, 4.3%, -1.3%, 25.7%[38.3 µM]
Cc1ccc(-c2ccc(/C=N/N3C(=O)C4C5C=CC(C6CC56)C4C3=O)o2)c([N+](=O)[O-])c1 (stereo unspecified)
→ -18.4%, -13.0%[46.1 µM], 3.8%, -1.0%, -40.0%[inhibitor], 0.0%, -4.8%, 30.6%[activator][38.3 µM]
Cc1ccc(NC(=O)CN2CC(C)SC2=NC2CCCCC2)cc1 (stereo unspecified)
→ -5.5%, ?, -97.1%, -5.3%, -6.2%, 0.0%, -1.4%, 7.9%
COC(=O)CCC(=O)OC1(C)C(=O)C2=CN(c3ccc(OC)cc3)C(c3ccc(OC)cc3)=CC2=C(Br)C1=O (stereo unspecified)
→ i[11.5 µM], ., 42.3%[activator][14.2 µM], -2.6%[7.66 µM], -0.9%[9.22 µM], ., -18.5%[11.4 µM], -0.9%
Cc1ccnn1CC(=O)N/N=C/c1cn[nH]c1-c1ccccc1
→ -4.2%, 10.4%, 7.0%, ., ., 0.1%, 6.4%, .
Cc1ccc(S(=O)(=O)ON2C(=O)c3cccc4cccc(c34)C2=O)cc1
→ -1.0%, -5.8%, 6.5%, -1.7%, 3.1%, 1.5%, ?, -2.0%
COc1cc2cc(C(c3nnnn3Cc3ccc(F)cc3)N3CCCCCC3)c(=O)[nH]c2cc1OC (stereo unspecified)
→ i, -25.0%[46.1 µM], 5.1%, 2.0%, 0.3%, -1.0%, ?, 1.0%[38.3 µM]
S=C(Nc1ccccc1Cl)NC1CCC(NC(=S)Nc2ccccc2Cl)CC1 (stereo unspecified)
→ i, 3.2%, 8.8%, ., ., 1.1%, -5.3%, -1.1%
COCCSc1ccccc1C(=O)Nc1ccc([N+](=O)[O-])cc1OC
→ i, -40.0%, -19.2%, 2.2%, -23.9%, -0.3%, 10.3%, 11.9%
CCOC(=O)Cn1c2ccc(OC)cc2c2nc3ccccc3nc21
→ -7.5%, -14.5%[46.1 µM], -2.6%, -3.4%, 26.4%, ?, 6.1%, -1.5%[38.3 µM]
CC(=O)Nc1ccc(NC(=O)Nc2ccc(C)cc2C)cc1
→ 0.6%, 14.8%, 10.4%, 5.1%, -2.7%, -3.4%, -9.1%, -2.2%
OCCC#Cc1ccc(CN2CCN(Cc3ccsc3)C(CCO)C2)cc1 (stereo unspecified)
→ i, 11.3%, 13.0%, -1.9%, ., 2.2%, 2.0%, 9.4%
CN(C)C(=O)N1CCN(C(=O)c2ccccc2Sc2ccccc2C#N)CC1
→ -12.4%, -2.9%[46.1 µM], 3.5%, 0.8%, -10.3%, 2.7%, 1.0%, 26.7%[38.3 µM]
O=c1/c(=C/c2ccc(CNS(=O)(=O)c3ccccc3)o2)sc2n1CCN=2
→ -15.5%, -19.5%[46.1 µM], 3.4%, 0.6%, 1.7%, -0.9%, -0.8%, 10.9%[38.3 µM]
COC(=O)CCCCC(=O)C1C(=O)CC(C)(C)C(C(=O)OC)C1=O (stereo unspecified)
→ -8.8%, -6.5%[46.1 µM], -7.1%, -0.7%, 7.7%, 0.9%, 0.0%, 29.9%[38.3 µM]
CCOc1cc(/C=N/NC(N)=O)cc(Br)c1OCC(=O)Nc1ccccc1C
→ -8.5%, -15.8%[46.1 µM], -1.0%, 6.4%, -5.2%, -3.0%, -6.0%, 9.3%[38.3 µM]
CCC(=O)Nc1cccc(NC(=S)NC(=O)c2ccc(Cl)cc2Cl)c1
→ -10.6%, 13.8%, 9.9%, -3.4%, 27.0%, 0.0%, -3.4%, 4.4%
O=c1cc(-c2ccccc2O)oc2c1ccc1ccccc12
→ -3.9%, ., 3.1%, -8.3%, ., -0.3%, 5.3%, 8.4%
CCCCc1nc2sc3c(SCCN(C)C)ncnc3c2c2c1CCC2
→ -7.5%, ?, 9.5%, ., ., -0.2%, -10.8%, .
CCCn1nc(-c2nnc(-c3ccc(C)c(C)c3)o2)c2ccccc2c1=O
→ -1.4%, -8.2%[46.1 µM], 4.2%, 1.5%, 7.7%, 0.0%, -7.5%, -4.2%
CCCCC1(C)OC(=O)C(=Cc2ccc(N(C)C)cc2)C(=O)O1 (stereo unspecified)
→ -7.4%, -16.5%[46.1 µM], 165.1%[activator], -6.8%, 8.0%, 2.2%, -2.8%, -7.8%[38.3 µM]
CCN(C(=O)COC(=O)CNC(=O)c1ccc(C)c(C)c1)C1CCS(=O)(=O)C1 (stereo unspecified)
→ -20.1%, 13.2%, -16.1%, -5.1%, -1.8%, -0.3%, 4.8%, -9.2%
COC(=O)c1ccc(C(NC(=O)OCc2ccccc2)/C(C)=C/[C@@H](C)C(=O)NCc2cc(C)on2)cc1 (stereo partly specified)
→ -2.4%, ., 7.1%, 2.4%, -0.7%, 7.0%, 7.2%, -3.0%
c1ccc(-c2ncc(CN3CCN(c4ccccn4)CC3)[nH]2)cc1
→ -10.2%, -7.4%, -1.2%, ., ., -1.7%, -20.0%, .
COC(=O)c1cnn2c(C)c(Cc3cccc(F)c3)c(C)nc12
→ 0.0%, -2.3%[46.1 µM], -1.7%, 2.0%, ?, 0.0%, 3.55µM*, 0.2%
Cc1ccc(NC(=O)N2CCCC2C(=O)NCCc2ccccc2)cc1 (stereo unspecified)
→ 10.3%, 4.0%[46.1 µM], 2.8%, -3.1%, 5.6%, -0.7%, 2.8%, 4.5%[38.3 µM]
